Compound activity (PubChem)
HePTP inhibitor: human HePTP phosphatase inhibition | recombinant HePTP phosphatase activity, OD absorbance | inhibition, % at 20 µM | 0.64% of 110,000 active; in the data active = inhibition above about 50%;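 note: plate controls were vehicle for no effect and reference inhibitor for full effect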
Target sequence (P35236 whole entry, looked up): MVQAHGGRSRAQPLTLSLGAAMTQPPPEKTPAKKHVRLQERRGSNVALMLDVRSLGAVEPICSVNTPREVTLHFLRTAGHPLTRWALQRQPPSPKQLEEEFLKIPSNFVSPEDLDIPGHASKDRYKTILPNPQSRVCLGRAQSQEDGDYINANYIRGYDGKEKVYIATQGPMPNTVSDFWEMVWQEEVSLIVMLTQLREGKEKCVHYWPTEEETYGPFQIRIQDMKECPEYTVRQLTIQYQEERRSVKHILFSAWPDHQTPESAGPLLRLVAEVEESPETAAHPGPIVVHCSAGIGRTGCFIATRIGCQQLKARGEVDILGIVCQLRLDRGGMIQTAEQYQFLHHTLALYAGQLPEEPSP
BAP1 block: human BAP1 deubiquitinase inhibition | activity remaining (% of control), % at 20 µM | 0.48% of 72,000 active | Q92560 | recombinant BAP1, Ub-AMC hydrolysis fluorescence kinetic; active compounds read low;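 active = activity remaining at or below 50% of control, provided the compound also passes the data quality filters; inactive = the rest, including low values that fail the filters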;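 note: 100% = DMSO wells rate and 0% = substrate alone blank rate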
Target sequence (Q92560 whole entry, looked up): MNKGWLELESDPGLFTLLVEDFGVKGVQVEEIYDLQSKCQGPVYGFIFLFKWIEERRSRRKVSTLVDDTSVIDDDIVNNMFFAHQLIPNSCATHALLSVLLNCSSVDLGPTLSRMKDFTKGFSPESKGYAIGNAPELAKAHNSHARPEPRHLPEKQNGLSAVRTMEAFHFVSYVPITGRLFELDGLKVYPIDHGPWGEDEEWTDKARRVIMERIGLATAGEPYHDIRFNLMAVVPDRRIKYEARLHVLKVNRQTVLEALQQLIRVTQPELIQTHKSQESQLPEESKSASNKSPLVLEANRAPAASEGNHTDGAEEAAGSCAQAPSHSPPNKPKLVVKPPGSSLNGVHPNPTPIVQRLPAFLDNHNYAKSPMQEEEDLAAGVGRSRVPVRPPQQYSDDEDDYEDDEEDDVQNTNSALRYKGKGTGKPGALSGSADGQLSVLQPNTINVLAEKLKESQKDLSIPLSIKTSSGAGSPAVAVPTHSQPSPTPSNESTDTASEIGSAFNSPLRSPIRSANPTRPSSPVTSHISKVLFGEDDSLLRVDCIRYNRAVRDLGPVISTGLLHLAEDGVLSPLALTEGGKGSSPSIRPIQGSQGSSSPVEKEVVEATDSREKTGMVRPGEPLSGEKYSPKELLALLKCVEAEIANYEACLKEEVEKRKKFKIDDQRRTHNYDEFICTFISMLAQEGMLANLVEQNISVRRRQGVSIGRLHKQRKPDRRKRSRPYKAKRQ
Active calls of the source: *; . = not tested or not shown; & = joins results of further samples.

SMILES	HePTP inhibitor	BAP1 block
Cc1cccc(NC(=O)c2ccc(OC3CSC3)cc2)c1	-12.9	.
O=C1C(Cl)=C(N2CCOCC2)C(=O)N1c1cccc(Cl)c1Cl	-0.4	.
O=C(COc1ccc2ccccc2c1)Nc1ccc(S(=O)(=O)N2CCCCCC2)cc1	-1.5	.
COc1cc2c(cc1NC(=O)c1ccco1)CCCC2	4.5	.
COc1ccccc1-n1c(=O)[nH]c2c(C(N)=O)nc(CC(C)C)nc21	7.5	84.7
CCOC(=O)c1ccc(N=c2oc3ccccc3cc2C(=O)Nc2cccc(C(F)(F)F)c2)cc1	.	79.7
Cc1[nH]c2ccccc2c1/C=N/n1cnnc1	-1.6	100.9
Oc1ccccc1/C=N/c1nc2ccccc2n1Cc1ccc(Cl)cc1	-0.6	.
CC1(C)Cc2ccccc2/C(=C(\C#N)C(=O)Nc2cccc([N+](=O)[O-])c2)N1	1.8	.
Cc1cc(C)n(C(=O)c2cc(F)c(F)cc2Cl)n1	2.0	.
COc1ccccc1N1CCN(C(=O)CSc2nnc(-c3ccoc3C)o2)CC1	4.0	112.5
O=C(c1cnn(-c2nc3ccccc3s2)c1)c1ccccc1O	7.0	63.8
CCOP(=O)(OCC)C(c1ccco1)N(C)C(=O)C1CC1 (stereo not drawn)	-6.8	.
CCCSc1nc(N)c2c3c(sc2n1)CN(C)CC3	-7.3	.
Cc1ccc(S(=O)(=O)N/N=C/c2ccc(OS(=O)(=O)c3cccc([N+](=O)[O-])c3)cc2)cc1	1.9	.
COc1ccc(OC)c(NC(=O)c2cnc3ccccn3c2=O)c1	1.0	74.4
Cc1cccc2c(=O)c(C(=O)N3CCCCCC3)c[nH]c12	2.0	97.7
N#CCNC1CC(=O)N(c2ccc(Br)cc2)C1=O (stereo not drawn)	-4.3	.
COC(=O)Nc1ccc(S(=O)(=O)N2CCN(C)CC2)cc1	4.9&5.4	89.9
CCC1S/C(=N/N=C(/C)c2ccc(Br)cc2)NC1=O (stereo not drawn)	1.1	.
COc1cc(/C=C2/SC(=S)N(CC(=O)Nc3cccc(C(=O)O)c3)C2=O)cc(OC)c1OC	-6.2	.
O=C(/C=C/c1cccc(C(F)(F)F)c1)Nc1ccc(F)cc1	-5.4	.
COc1cc(F)ccc1S(=O)(=O)N1CCCCCC1	-1.9	.
Cc1ccc(OCCSc2cc(C)nc(N)n2)cc1	10.4	103.6

Part of the list above, with two lines to a compound.
Values run as follows: HePTP inhibitor	BAP1 block
> CCOC(=O)c1ccc(N=c2oc3ccccc3cc2C(=O)Nc2cccc(C(F)(F)F)c2)cc1
 : .	79.7
> Cc1[nH]c2ccccc2c1/C=N/n1cnnc1
 : -1.6	100.9
> Oc1ccccc1/C=N/c1nc2ccccc2n1Cc1ccc(Cl)cc1
 : -0.6	.
> CC1(C)Cc2ccccc2/C(=C(\C#N)C(=O)Nc2cccc([N+](=O)[O-])c2)N1
 : 1.8	.
> Cc1cc(C)n(C(=O)c2cc(F)c(F)cc2Cl)n1
 : 2.0	.
> COc1ccccc1N1CCN(C(=O)CSc2nnc(-c3ccoc3C)o2)CC1
 : 4.0	112.5
> O=C(c1cnn(-c2nc3ccccc3s2)c1)c1ccccc1O
 : 7.0	63.8
> CCOP(=O)(OCC)C(c1ccco1)N(C)C(=O)C1CC1 (stereo not drawn)
 : -6.8	.
> CCCSc1nc(N)c2c3c(sc2n1)CN(C)CC3
 : -7.3	.
> Cc1ccc(S(=O)(=O)N/N=C/c2ccc(OS(=O)(=O)c3cccc([N+](=O)[O-])c3)cc2)cc1
 : 1.9	.
> COc1ccc(OC)c(NC(=O)c2cnc3ccccn3c2=O)c1
 : 1.0	74.4
> Cc1cccc2c(=O)c(C(=O)N3CCCCCC3)c[nH]c12
 : 2.0	97.7
> N#CCNC1CC(=O)N(c2ccc(Br)cc2)C1=O (stereo not drawn)
 : -4.3	.
> COC(=O)Nc1ccc(S(=O)(=O)N2CCN(C)CC2)cc1
 : 4.9&5.4	89.9
> CCC1S/C(=N/N=C(/C)c2ccc(Br)cc2)NC1=O (stereo not drawn)
 : 1.1	.
> COc1cc(/C=C2/SC(=S)N(CC(=O)Nc3cccc(C(=O)O)c3)C2=O)cc(OC)c1OC
 : -6.2	.

Remaining list, next part.
SMILES	HePTP inhibitor	BAP1 block
CN(C)S(=O)(=O)NCCCNc1ccc([N+](=O)[O-])cc1	2.2	.
Cc1ccc(S(=O)(=O)N(CC(=O)Nc2ccccc2C)Cc2ccccc2)cc1	-3.7	.
O=C(NCCN1CCCCCC1)C1CCC(CNS(=O)(=O)c2cccc3cccnc23)CC1 (stereo not drawn)	-7.7	88.3
COc1ccc(-c2nc3cc(NC(=S)NC(=O)c4ccccc4Cl)ccc3o2)cc1Cl	-3.8	.
COc1ccc(S(=O)(=O)Nc2ccc(C)cc2Br)cc1	9.5	.
O=C(COC(=O)C1CCN(S(=O)(=O)c2cccs2)CC1)c1ccc2c(c1)OCCO2	7.0	73.9
COc1ccc(N(CC(=O)NCc2ccccc2)S(=O)(=O)c2ccc(C)cc2)cc1OC	-13.5	.
COc1ccc(-n2ncc3c(N4CCC(C)CC4)ncnc32)cc1	11.4	94.6
Cc1c(NC(=O)c2ccc3c(c2)OCO3)cccc1-c1nc2ncccc2o1	3.9	100.4
CCOC(=O)c1ccc(NC(=O)c2cc(S(=O)(=O)N3CCOCC3)ccc2O)cc1	4.6	88.5
C=CCn1c(C)cc(C(=O)CSc2nc3ccccc3c(=O)[nH]2)c1C	1.4	70.6
CC(Sc1nncn1C)C(=O)Nc1ccccc1-c1ccccc1 (stereo not drawn)	-2.0	97.9
C=C1CC(C)OC(c2ccccc2OCC(O)CN2CCCCC2)C1 (stereo not drawn)	-0.8	102.2
O=C(Nc1ccc(F)c(Cl)c1)C1CC2CCC1C2 (stereo not drawn)	-15.7	.
COC(=O)C1CCN(C(c2cc(OC)c(OC)c(OC)c2)c2sc3nc(C)nn3c2O)CC1 (stereo not drawn)	-5.4	101.2
COc1ccc(CNC(=O)c2cc3c(=O)n4ccccc4nc3n(CC3CCCO3)c2=N)cc1 (stereo not drawn)	2.1	111.1
Cc1ccc(-c2ccc(CCC(=O)O)n2CC(=O)O)cc1	-2.3	.
CCCS(=O)(=O)N1CCCC(C(=O)NCCCN2CCN(c3ccccc3F)CC2)C1 (stereo not drawn)	-1.3	101.0
CN1CCN(NC(=S)Nc2ccc(F)cc2)CC1	-4.2	.
CCOc1cccc(-c2cc(C(=O)Nc3sc(C)cc3C(=O)OC)c3ccccc3n2)c1	.	66.4
CCOc1ccc(OCCCCN(C)C)cc1	1.5	97.5
O=C(NCc1ccco1)C(c1ccccc1F)N(CC1CCCO1)C(=O)Cn1nnc2ccccc21 (stereo not drawn)	-4.4	97.3
O/N=C(/CSc1nc2ccccc2s1)c1ccccc1	1.8	.
Cc1c([N+](=O)[O-])ccc2nsnc12	.	67.8
Cc1c2c(n3c(nc4ccccc43)c1C#N)N(Cc1cccnc1)CC2	.	53.4
COC(=O)c1cc(C(=O)OC)cc(N2C(=O)CC(N3CCN(c4ccccc4)CC3)C2=O)c1 (stereo not drawn)	4.0	127.1
Cc1nn(-c2ccc(F)cc2)c2sc(C(=O)OC3CCOC3=O)cc12 (stereo not drawn)	-0.3	101.2
Cc1ccc2cc(CN(CC3CCCO3)C(=O)c3ccco3)c(=O)[nH]c2c1C (stereo not drawn)	2.4	93.2
CCn1c(SCC(=O)Nc2nc3ccccc3s2)nc2c(c1=O)SC(C)C2 (stereo not drawn)	3.4	79.4
C=CCNC(=O)CN(c1cccc(C(F)(F)F)c1)S(C)(=O)=O	10.5	.
COCCN1C(=O)C(O)=C(C(C)=O)C1c1ccc(OC)c(OC)c1 (stereo not drawn)	4.4	102.4
O=C(CCc1ccccc1)Nc1ccc(OCc2ccccc2)cc1	1.2	.
Cc1cc(C)cc(OCC(=O)Nc2ccc(N3CCCC3)cc2)c1	-8.4	59.9
CC1Cc2ccccc2N1CC(=O)NC(=O)NCc1ccco1 (stereo not drawn)	9.9	83.1
CC1=CC(C)(C)N(C(=O)C(C)N2C(=O)c3ccccc3C2=O)c2cc(C)c(C)cc21 (stereo not drawn)	-6.7	157.3
CC(=O)c1ccc(Oc2cc(-c3ccccc3)nc(-c3ccccc3)n2)cc1	5.8	.
O=C(CN(Cc1ccco1)C(=O)c1cc(=O)[nH]c2ccccc12)Nc1ccccc1C(F)(F)F	-13.2	.
O=C(c1ccccc1[N+](=O)[O-])N1CCC(Cc2ccccc2)CC1	-25.8	.
CS(=O)(=O)Nc1ccc(-c2n[nH]c(=S)n2-c2ccccc2)cc1	-7.8	64.8
COc1ccc(CNC(=O)CCCCCn2c(SCC#N)nc3cc4c(cc3c2=O)OCO4)cc1	7.7	64.5
CCOc1ccc(/C=C2\C(=O)NC(=O)N(c3ccccc3F)C2=O)cc1Cl	1.2	.
c1ccc2sc(N3CN(CCN4CCOCC4)CN(c4nc5ccccc5s4)C3)nc2c1	5.5	108.6
CC(C)N(CCNC(=O)C1CCN(S(=O)(=O)N2CCOCC2)CC1)Cc1ccccc1	3.4	113.8
Cc1ccc(OCCOCCOc2ccc(/C=c3\sc4nc5ccccc5n4c3=O)cc2)cc1	-14.6	.
O=S(=O)(Cc1ccccc1)CC(O)COCc1ccccc1 (stereo not drawn)	-12.6	.
Oc1c(C(c2ccccc2)N2CCCCC2)sc2ncnn12 (stereo not drawn)	-7.7	96.4
CCOC(=O)Cc1cc(=O)n2[nH]c(C)c(-c3ccc(OC)cc3)c2n1	6.8	83.5
O=c1oc2ccccc2c2c1ncn2-c1ccccc1	11.6	95.9
c1ccc(-c2cc(N3CCCCC3)nc3ccccc23)cc1	-17.9	.
CCOC(=O)CSc1nnc(CNc2cccc(Cl)c2)n1-c1ccccc1	1.7	99.2
Cc1ccc(NC(=O)Cn2nnc(C(=O)Nc3ccc(C)c(C)c3)c2N)cc1	4.2	56.7
CCOC(=O)C(C)Sc1nc2c(c(=O)[nH]c(=O)n2C)n1CCc1ccccc1 (stereo not drawn)	-3.4	88.6&100.0
Cc1ccc(S(=O)(=O)NC(C)C(=O)Nc2ccc(C(N)=O)cc2)cc1 (stereo not drawn)	-4.0	75.8
O=C(Nc1sc2c(c1C(=O)O)CCC2)c1cccs1	6.8	95.6
COc1ccccc1NC(=O)c1c(NC(=O)c2cccc(C)c2)sc2c1CCCC2	-3.2	.
O=c1oc2ccccc2n1CSc1nc2ccccc2s1	-9.9	77.7
CCCCOc1ccc(C(=O)OC(C)CN(C)C)cc1 (stereo not drawn)	6.5	90.9
CCN(CC)CCCN1C(=O)C(O)=C(C(=O)c2cc3cccc(OC)c3o2)C1c1ccncc1 (stereo not drawn)	-2.4	88.0
COc1ccccc1NC(=O)Cn1nnc(-c2ccccc2NC(=O)c2cccs2)n1	4.7	73.0
OC(COc1ccc2cc(Br)ccc2c1)CN1CCN(c2ccccn2)CC1 (stereo not drawn)	4.9	102.0

Going on with the list.
SMILES	HePTP inhibitor	BAP1 block
S=c1[nH]nc(-c2ccccc2Br)n1-c1ccccc1	-0.9	.
Cc1c(C)[n+](=O)c(-c2ccc(F)cc2)c(C)n1[O-]	7.7	.
COc1ccc(CN(C(=O)CN2C(=O)COc3ccccc32)C2CCCC2)c(OC)c1	10.2	78.0
O=C1C2ON(c3ccccc3)C(c3cccnc3)C2C(=O)N1c1ccc(Cl)c(Cl)c1 (stereo not drawn)	7.0	149.4
CCCCCOC(=O)Nc1ccc(S(=O)(=O)Nn2cnnc2)cc1	-6.8	101.2
CSCCC1NC2(C(=O)Nc3c2ccc(Cl)c3C)[C@@H]2C(=O)N(C3CCCC3)C(=O)[C@H]12 (stereo partly drawn)	8.3	99.9
Cc1c(O)ccc(C(=O)COc2ccccc2F)c1O	4.6	86.5
COc1cc(C(=S)N2CCOCC2)cc(OC)c1OC(=O)c1ccc(C)cc1	1.0	268.8
COc1ccccc1N(CN1C(=O)c2ccccc2C1=O)C(=O)c1cccnc1	4.6	.
COCCNC(=O)CN(C(=O)Cn1nnc2ccccc21)c1ccc(F)c(Cl)c1	-5.1	99.3
Nc1ccc(C(c2ccccc2)c2ccc(N)cc2)cc1	5.0	.
Cc1ccc(C(=O)O)cc1S(=O)(=O)N1CCOCC1	6.9	76.1
CCOC(=O)c1cc(CC)sc1NC(=O)c1cccs1	1.2	.
O=C1CC(O)(C(F)F)Oc2ccc3ccccc3c21 (stereo not drawn)	4.1	53.2
Cc1ccc(OCC(=O)NCc2ccc3c(c2)OCO3)cc1	2.2	.
Nc1cccc2c1C(=O)c1c(N)cccc1C2=O	21.8	.
Cc1cc(C)cc(OCC(=O)N2CCN(c3ccccc3)CC2)c1	9.4	.
COC(=O)Nc1sc2c(c1C(=O)NCc1ccco1)CCC2	8.4	101.8
O=C(NNS(=O)(=O)c1ccc(Br)cc1)[C@H]1C[C@H]1c1ccccc1	-28.0	.
O=C(CCCCCN1C(=O)c2cccc3cccc(c23)C1=O)NCCCO	-0.9	.
COC(=O)c1ccc(/C=C2\SC(=Nc3cccc(Cl)c3C)NC2=O)cc1	-2.8	.
CC(=O)OCc1c(COC(C)=O)[n+](=O)c2ccccc2n1[O-]	0.5	116.5
COc1ccc(-n2sc3c(c2=S)-c2ccc(OC)cc2NC3(C)C)cc1	5.9	.
CN(CCC#N)C(=O)Cn1nc(Cc2ccncc2)c2ccccc2c1=O	-2.3	91.2
CCOc1cc(C(=S)N2CCOCC2)ccc1O	8.4&10.3	98.6
Cc1cc(N2CCN(c3cccc(C(F)(F)F)c3)CC2)n2ncnc2n1	-1.4	101.5
CC1CCN(c2ccc(C(=O)O)cc2)CC1	0.6	91.0
CCN(C(=O)c1cn(C)c(=O)c2cc(OC)c(OC)cc12)c1cc(C)ccc1C	3.7	105.6
O=C(COc1ccc(Br)cc1)Nc1cccc(C(F)(F)F)c1	4.0	.
O=C(COc1ccccc1[N+](=O)[O-])Nc1cc(C(F)(F)F)cc(C(F)(F)F)c1	6.6	.
CCc1ccccc1N1C(=O)NC(=O)/C(=C\c2ccc(I)o2)C1=O	39.9	.
CC(C)OC(=O)Cn1cnc([N+](=O)[O-])n1	.	73.8
COC(=O)c1ccc(N/C(C)=C/C(=O)c2ccc(C)o2)cc1	10.5	123.0
CCOc1cc(OCC)cc(C(=O)Nc2ccc(NC(=O)CC)cc2)c1	-8.0	.
Cn1cnnc1SCc1ccccc1	8.1	.
